IMPase Li inh: IMPase inhibition in cells with lithium potentiation. CHO-M1 cells, IP1 TR-FRET (IP-One), carbachol + lithium. Potency, µM (titrated, usually from 59.4 µM), without a hit: at the highest dose activity, negative = IMPase inhibition, actives largely listed as inhibitors. actives 0.35% (n = 210,000);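 also: IP1 builds up when IMPase is blocked and the TR-FRET signal falls; plate controls were basal vehicle for no effect and high inhibitor control for full effect; nearly all actives have a fitted effect of over 50% in size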
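IP1 accumulation measured by competitive TR-FRET in lysed CHO-M1 cells after 30 min compound exposure at 37C, with a small lithium addition to potentiate weak responses. Hill-equation AC50 from ratio and donor-channel data.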
SMN2 splice up: SMN2 splice variant enhancement. HEK293 SMN2-luciferase splicing reporter, luminescence, 30-36 h. Potency, µM (titrated, usually from 46.1 µM), without a hit: top-dose activity change, positive = activation, usual class: activators. actives 2.8% (n = 210,000). AID 1458; also: % of control where 0% means no effect; nearly all actives have a fitted effect of over 55% in size
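qHTS luciferase splicing reporter: luminescence rises when SMN2 exon 7 is included in transfected HEK293 cells. Compound exposure lasted 30-36 h at 37C, with 4.5 mM final sodium butyrate as control, followed by a ONE-Glo read.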
RGS12 GoLoco inh: inhibitors of human Gai1-RGS12 GoLoco interaction (red fluorophore) | P63096 | Gai1:RGS12 GoLoco peptide FP, rhodamine, 10 min | Potency, µM (titrated, usually from 61.6 µM), for inactives: top-dose activity, negative = inhibition, hits mostly inhibitors | actives 0.44% (n = 230,000); active = well fitted inhibition curve with a large enough effect, not every such curve was filed as active; inactive = no such curve, though single readings can be large or run the other way; also: % is scaled to controls: 0 for no effect and ±100 for the full control effect; nearly all actives have a fitted effect of over 30% in size; many of its hits are not listed in these tables
KinaseGlo FLuc: Kinase-Glo luciferase inhibition (counter-screen) | Kinase-Glo luciferase, ATP luminescence, 8 min | Q27757 | Potency, µM (highest dose often 38.3 µM), inactives show at the highest dose activity change, negative = inhibition, actives largely listed as inhibitors | actives 0.28% (n = 200,000); also: % is scaled to controls: 0 for no effect and ±100 for the full control effect; nearly all actives have a fitted effect of over 60% in size
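Light output from Kinase-Glo luciferase with luciferin and 10 uM ATP in 50 mM imidazole pH 7.2, KCl, MgCl2, Tween 20, BSA; compound pin-delivered, 8-min ambient incubation, then luminescence read.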
JMJD2E inh: inhibitors of human JMJD2E histone demethylase; JMJD2E catalytic domain, FDH-coupled NADH fluorescence (FDH is formaldehyde dehydrogenase); Potency, µM (doses to about 57.1 µM), inactives show top-dose activity change, negative = inhibition, actives largely listed as inhibitors; actives 1.6% (n = 230,000); B2RXH2; active = well fitted inhibition curve with a large enough effect, not every such curve was filed as active; inconclusive = small, poorly fitted or top-dose-only effect, or another doubt; inactive = no such curve, though single readings can be large or run the other way;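 also: 0% = wells with enzyme and -100% = buffer wells without enzyme; nearly all actives have a fitted effect of over 50% in size; many of its hits are not listed in these tables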
RECQ1 helicase: inhibitors of human RECQ1 DNA helicase; Potency, µM (doses to about 57.3 µM), for inactives: at the top dose activity, negative = inhibition, hits mostly inhibitors; actives 0.54% (n = 240,000); P46063; RECQ1 DNA unwinding, red fluorescence kinetic read; AID 2549;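 also: plate controls were vehicle for no effect and no enzyme for full effect; nearly all actives have a fitted effect of over 30% in size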
Target sequence (P46063 whole entry, looked up): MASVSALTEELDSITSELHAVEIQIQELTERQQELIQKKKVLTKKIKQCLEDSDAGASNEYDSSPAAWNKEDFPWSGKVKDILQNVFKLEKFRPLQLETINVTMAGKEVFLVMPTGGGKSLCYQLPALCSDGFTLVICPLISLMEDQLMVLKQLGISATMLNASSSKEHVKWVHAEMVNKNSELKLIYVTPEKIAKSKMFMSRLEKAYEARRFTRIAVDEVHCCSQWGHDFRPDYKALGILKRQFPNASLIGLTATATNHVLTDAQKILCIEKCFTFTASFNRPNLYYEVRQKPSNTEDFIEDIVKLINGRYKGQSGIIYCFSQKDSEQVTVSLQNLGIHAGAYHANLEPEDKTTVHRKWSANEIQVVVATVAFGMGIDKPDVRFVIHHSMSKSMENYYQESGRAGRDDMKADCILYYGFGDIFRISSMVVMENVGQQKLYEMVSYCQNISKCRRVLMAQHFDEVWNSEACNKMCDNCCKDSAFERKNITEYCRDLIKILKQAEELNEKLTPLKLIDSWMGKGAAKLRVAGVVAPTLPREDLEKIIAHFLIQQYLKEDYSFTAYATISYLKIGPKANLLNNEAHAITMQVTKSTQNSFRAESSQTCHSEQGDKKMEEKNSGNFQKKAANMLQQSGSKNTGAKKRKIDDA
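RECQ1T1 50 nM; forked duplex (20 bp + 30-nt ss tails) 200 nM, ATP 2 mM final; pH 8.0, 2 mM MgCl2, 2.5 ug/ml poly(dI-dC); 15 min compound preincubation; discontinuous kinetic read over 2 h at RT.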
NPSR antag: antagonists of human neuropeptide S receptor cAMP signaling. Q6W5P4. Potency, µM (doses to about 38.3 µM), for the others: top-dose activity change, negative = inhibition, hits mostly inhibitors. AID 1461. actives 1% (n = 220,000). CHO-NPSR cells, cAMP TR-FRET, antagonist mode; also: % is scaled to controls: 0 for no effect and ±100 for the full control effect; nearly all actives have a fitted effect of over 50% in size; many of its hits are not listed in these tables
Target sequence (Q6W5P4 whole entry, looked up): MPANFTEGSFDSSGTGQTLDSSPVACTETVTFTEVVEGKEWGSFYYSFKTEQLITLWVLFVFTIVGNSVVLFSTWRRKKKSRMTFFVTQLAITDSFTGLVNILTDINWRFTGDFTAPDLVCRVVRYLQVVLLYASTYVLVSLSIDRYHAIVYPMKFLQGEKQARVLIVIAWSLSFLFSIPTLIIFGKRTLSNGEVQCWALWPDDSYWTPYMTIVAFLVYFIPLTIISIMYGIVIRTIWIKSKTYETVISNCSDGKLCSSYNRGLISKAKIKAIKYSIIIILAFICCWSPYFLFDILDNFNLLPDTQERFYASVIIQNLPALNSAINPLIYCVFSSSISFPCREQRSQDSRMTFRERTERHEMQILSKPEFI
Epigenetic derep: epigenetic control regulation, reporter derepression. Potency, µM (titrated, usually from 53.9 µM), without a hit: at the highest dose GFP activation, actives largely listed as activators. murine LDR cells, GFP reporter derepression, 30 h. actives 0.2% (n = 280,000); also: % of control where 0% means no effect; nearly all actives have a fitted effect of over 60% in size
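Murine LDR cells carrying a silenced, genomically integrated CMV-driven GFP reporter were exposed to compound for 30 hours at 37 C. After PBS washes, GFP-positive cells (20–120 um objects) were counted by laser-scanning microplate cytometry.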
* = called active by the depositor; [ ] = dose if it differs, or a comment. Unless noted, calls follow the shape of the dose curve; as a rule, active = well fitted curve in the direction sought with a large enough effect; inconclusive = small, poorly fitted or top-dose-only effect, or another doubt; inactive = no such curve, though single readings can be large; an effect the other way counts as inactive or inconclusive. Potency is read from the fitted curve at half-maximal effect.

O=c1c(Cl)c(N2CCN(S(=O)(=O)c3ccc(F)cc3)CC2)cnn1-c1cccc(Cl)c1 was read as IMPase Li inh -7.8%[38.3 µM], SMN2 splice up -25.2%, RGS12 GoLoco inh 6.6%, KinaseGlo FLuc -2.5%, JMJD2E inh -4.7%, RECQ1 helicase -1.7%, NPSR antag inconclusive and Epigenetic derep 0.4%.
`Cn1c(SCC(=O)Nc2ccc(F)cc2)nnc1-c1cccnc1` gave IMPase Li inh 21.2%[38.3 µM], SMN2 splice up 4.0%, RGS12 GoLoco inh -0.2%, KinaseGlo FLuc 2.2%, JMJD2E inh -3.3%, RECQ1 helicase inconclusive, NPSR antag 2.9%[46.1 µM] and Epigenetic derep -0.8%.
Screening O=C(NCC1OCCc2ccccc21)c1ccc(NC(=O)c2ccc(Cl)cc2)cc1 (stereo not given) returned IMPase Li inh 25.1%, SMN2 splice up -29.8%, RGS12 GoLoco inh 14.5%, KinaseGlo FLuc 3.3%, JMJD2E inh inconclusive, RECQ1 helicase -3.8%, NPSR antag inconclusive and Epigenetic derep 2.4%.
For Cc1nnc(SCC(=O)NNC(=O)c2ccco2)n1-c1ccccc1 the results were IMPase Li inh -4.4%, RGS12 GoLoco inh 8.5%, KinaseGlo FLuc -2.2%, JMJD2E inh -3.8%, RECQ1 helicase inactive, NPSR antag -5.2% and Epigenetic derep -1.4%.
COc1ccc(C2C(C(N)=O)=C(C)Nc3nc(-c4ccccc4Cl)nn32)c(OC)c1 (stereo not given) was read as IMPase Li inh 0.3%, SMN2 splice up 23.0%, RGS12 GoLoco inh 7.3%, KinaseGlo FLuc -1.8%, JMJD2E inh 2.0%, RECQ1 helicase 12.3%, NPSR antag 12.8% and Epigenetic derep -1.0%.
`CC(/C=C/c1ccccc1)=N/NC(=O)c1cc([N+](=O)[O-])cc([N+](=O)[O-])c1` gave IMPase Li inh -4.6%, SMN2 splice up -79.9%[inhibitor], RGS12 GoLoco inh 24.7%, KinaseGlo FLuc -3.3%, JMJD2E inh -3.0%, RECQ1 helicase 3.5%, NPSR antag 18.0% and Epigenetic derep 0.0%.
Screening Cn1c(CNc2ccccn2)c(C#N)c2ccccc21 returned IMPase Li inh 19.1%[38.3 µM], SMN2 splice up inconclusive, RGS12 GoLoco inh 3.3%, KinaseGlo FLuc -3.8%, JMJD2E inh 0.8%, RECQ1 helicase inconclusive, NPSR antag -10.8%[46.1 µM] and Epigenetic derep 0.0%.
For C[n+]1c2n(c3ccccc31)N=C(c1ccc(Br)cc1)CS2 the results were IMPase Li inh 18.0%, RGS12 GoLoco inh 2.8%, KinaseGlo FLuc 6.9%, JMJD2E inh -6.3%, RECQ1 helicase -3.0%, NPSR antag -0.5%[46.1 µM] and Epigenetic derep -1.1%.
`COc1ccc2c(c1OC)C(=O)OC2Nc1nc(-c2ccc(-c3ccccc3)cc2)cs1` (stereo not given) gave IMPase Li inh -3.9%, SMN2 splice up 2.24µM*, RGS12 GoLoco inh -9.3%, KinaseGlo FLuc -0.2%, JMJD2E inh 4.3%, RECQ1 helicase inactive, NPSR antag -31.5% and Epigenetic derep 0.0%.
Screening COc1cc(OC)c(NC(=O)CCc2ccccc2)cc1Cl returned IMPase Li inh 3.2%[38.3 µM], SMN2 splice up 0.4%, RGS12 GoLoco inh -15.0%, KinaseGlo FLuc -1.4%, JMJD2E inh 0.9%, RECQ1 helicase inactive, NPSR antag -11.1%[46.1 µM] and Epigenetic derep -5.1%.
For COC(=O)c1c(C)[nH]c(C(=O)COC(=O)Cc2ccc3c(c2)OCCO3)c1C the results were IMPase Li inh 7.1%[38.3 µM], SMN2 splice up -9.2%, RGS12 GoLoco inh 7.4%, KinaseGlo FLuc 1.3%, JMJD2E inh -0.7%, RECQ1 helicase inactive, NPSR antag -20.0%[46.1 µM] and Epigenetic derep -0.7%.
Screening CCOC(=O)N1CCN(C(=O)c2cn(C)c3ccc(S(=O)(=O)N4CCC(C)CC4)cc3c2=O)CC1 returned IMPase Li inh -2.2%, SMN2 splice up -3.3%, RGS12 GoLoco inh 4.6%, KinaseGlo FLuc 8.5%, JMJD2E inh 5.3%, RECQ1 helicase -0.4%, NPSR antag 5.0% and Epigenetic derep -0.1%.
Screening Cc1ccc(C(=O)N2C3C=CC(C3)C2(C(F)(F)F)C(F)(F)F)cc1 (stereo not given) returned IMPase Li inh 1.3%[38.3 µM], SMN2 splice up -15.1%, RGS12 GoLoco inh 5.9%, KinaseGlo FLuc 0.7%, JMJD2E inh 3.7%, RECQ1 helicase inactive, NPSR antag 0.0%[46.1 µM] and Epigenetic derep -0.2%.
For COc1ccccc1N/C=C/C(=C(C#N)C#N)N(C)C the results were IMPase Li inh -2.3%, RGS12 GoLoco inh 4.2%, JMJD2E inh -4.6%, RECQ1 helicase inactive, NPSR antag 23.7% and Epigenetic derep -0.2%.
O=C(NCCN1CCOCC1)c1ccccc1[N+](=O)[O-] was read as IMPase Li inh 9.1%[38.3 µM], SMN2 splice up 1.1%, RGS12 GoLoco inh -1.8%, KinaseGlo FLuc -1.8%, JMJD2E inh -2.6%, RECQ1 helicase -12.2%, NPSR antag 0.4%[46.1 µM] and Epigenetic derep -2.3%.
Screening Cc1cc(C(=O)CN2CCCCC2)c(C)n1-c1ccc(F)cc1 returned IMPase Li inh 8.9%, SMN2 splice up inconclusive, RGS12 GoLoco inh 6.3%, KinaseGlo FLuc 0.4%, JMJD2E inh inconclusive, RECQ1 helicase -8.7%, NPSR antag 16.9% and Epigenetic derep 0.0%.
Screening O=C(CCc1nnc(CCC2CCCCC2)o1)NCCc1ccccn1 returned IMPase Li inh 3.5%, RGS12 GoLoco inh 6.9%, JMJD2E inh 3.6%, RECQ1 helicase inactive, NPSR antag -6.0% and Epigenetic derep -1.2%.
`CCc1ccc2c(c1)CCCN2C(=O)c1ccccc1C(=O)O` gave IMPase Li inh 29.1%[38.3 µM], SMN2 splice up inconclusive, RGS12 GoLoco inh 2.3%, KinaseGlo FLuc -0.5%, JMJD2E inh -20.5%, RECQ1 helicase 5.5%, NPSR antag 7.6%[46.1 µM] and Epigenetic derep 0.0%.
For O=C(O)C1C2C=CC(C2)C1C(=O)Nc1ccc(C(=O)N2CCCCC2)c(Cl)c1 (stereo not given) the results were IMPase Li inh 6.7%[38.3 µM], SMN2 splice up -0.8%, RGS12 GoLoco inh -3.6%, KinaseGlo FLuc 0.3%, JMJD2E inh 11.2%, RECQ1 helicase 0.9%, NPSR antag -14.4%[46.1 µM] and Epigenetic derep -1.1%.
Screening CCOC(=O)N1CCC(NC(=O)c2ccc3c(c2)sc2nc(-c4ccc(OC)cc4)cn23)CC1 returned IMPase Li inh inconclusive, SMN2 splice up 0.9%, RGS12 GoLoco inh 5.6%, KinaseGlo FLuc -6.4%, JMJD2E inh inconclusive, RECQ1 helicase -5.6%, NPSR antag -11.0%[46.1 µM] and Epigenetic derep -1.1%.
Screening Nc1nc(Cl)nc2c1ncn2[C@@H]1O[C@H](COP(=O)(O)OP(=O)(O)OP(=O)(O)O)[C@H](O)[C@H]1O returned IMPase Li inh 4.7%, SMN2 splice up -10.2%, RGS12 GoLoco inh -15.2%, KinaseGlo FLuc -24.6%, JMJD2E inh 1.3%, RECQ1 helicase -12.0%, NPSR antag inconclusive and Epigenetic derep -1.2%.
Screening COc1ccc(C(=O)NCc2cn3c(C)csc3n2)cc1OC returned IMPase Li inh -3.6%, SMN2 splice up -1.7%, RGS12 GoLoco inh 1.5%, KinaseGlo FLuc -0.4%, JMJD2E inh 5.8%, RECQ1 helicase -6.5%, NPSR antag -10.5%[46.1 µM] and Epigenetic derep -0.8%.
`CC1=C(C(=O)OC(C)C)C(c2c(O)ccc3ccccc23)NC(=O)N1` (stereo not given) gave IMPase Li inh 8.5%[38.3 µM], SMN2 splice up -16.0%, RGS12 GoLoco inh 0.7%, KinaseGlo FLuc -5.7%, JMJD2E inh 14.5%, RECQ1 helicase -3.5%, NPSR antag -12.8%[46.1 µM] and Epigenetic derep -6.0%.
COc1ccc(-c2csc(C)n2)cc1 was read as IMPase Li inh 3.5%, SMN2 splice up -5.3%, RGS12 GoLoco inh 8.0%, KinaseGlo FLuc -5.0%, JMJD2E inh -1.3%, RECQ1 helicase -6.2%, NPSR antag -7.4%[46.1 µM] and Epigenetic derep -1.2%.
For COc1cccc(-c2nnc(SCN3C(=O)c4ccccc4C3=O)n2C)c1 the results were IMPase Li inh -0.7%, SMN2 splice up -3.3%, RGS12 GoLoco inh 8.7%, KinaseGlo FLuc 1.2%, JMJD2E inh 5.5%, RECQ1 helicase inactive, NPSR antag 4.9% and Epigenetic derep -0.9%.
For COc1ccc(NC(=O)c2nn(C)c(=O)c3ccccc23)cc1S(=O)(=O)Nc1ccccc1Cl the results were IMPase Li inh 9.8%, SMN2 splice up inconclusive, RGS12 GoLoco inh 3.7%, KinaseGlo FLuc -0.4%, JMJD2E inh -12.4%, RECQ1 helicase 0.4%, NPSR antag -20.2% and Epigenetic derep 0.6%.
Screening O=C(CCN1C(=O)c2ccccc2S1(=O)=O)N1CCN(c2ccccc2)CC1 returned JMJD2E inh 2.6%, RECQ1 helicase inactive, NPSR antag -10.2%[46.1 µM] and Epigenetic derep -1.0%.
Screening O=C(COc1ncnc2cc(Cl)ccc12)c1ccc2c(c1)OCCO2 returned RGS12 GoLoco inh 5.6%, JMJD2E inh -1.5%, RECQ1 helicase -2.6%, NPSR antag -15.1% and Epigenetic derep 1.1%.
For COc1ccc2o/c(=N\O)c(C(=O)Nc3ccc(C)cc3)cc2c1 the results were IMPase Li inh 8.4%, RGS12 GoLoco inh 17.6%, KinaseGlo FLuc 0.3%, JMJD2E inh 16.7%, RECQ1 helicase -9.1%, NPSR antag 37.4% and Epigenetic derep 4.4%.
For COC(=O)c1cn(Cc2c(C)cc(C)cc2C)nn1 the results were IMPase Li inh -5.5%, SMN2 splice up -12.1%, RGS12 GoLoco inh -8.9%, KinaseGlo FLuc -2.4%, JMJD2E inh 1.6%, RECQ1 helicase -5.0%, NPSR antag 1.7% and Epigenetic derep 6.3%.
Screening N#Cc1c2n(c(=S)n(-c3ccccc3)c1=O)CCCCC2 returned IMPase Li inh 0.9%, SMN2 splice up 25.7%, RGS12 GoLoco inh 2.5%, KinaseGlo FLuc 2.5%, JMJD2E inh 0.0%, RECQ1 helicase -12.2%, NPSR antag -5.1% and Epigenetic derep -0.4%.

These rows are one share of the data; count on the stated rates, not on these rows.
